# Source: PubChem BioAssay
# procasp3 activ: activators of human procaspase-3. activation, % at 8.5 µM. 330,000 tested, 0.11% active. P42574. recombinant procaspase-3 D3A, Ac-DEVD-pNA absorbance 405 nm;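 active means activation above the mean of all tested compounds plus 3 SD, cut at about 21% in these data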;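 further: 0% = DMSO alone and 100% = DMSO wells spiked with extra 5 µM PC-3 D3A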
# Target sequence (P42574 whole entry D9A/D28A/D175A): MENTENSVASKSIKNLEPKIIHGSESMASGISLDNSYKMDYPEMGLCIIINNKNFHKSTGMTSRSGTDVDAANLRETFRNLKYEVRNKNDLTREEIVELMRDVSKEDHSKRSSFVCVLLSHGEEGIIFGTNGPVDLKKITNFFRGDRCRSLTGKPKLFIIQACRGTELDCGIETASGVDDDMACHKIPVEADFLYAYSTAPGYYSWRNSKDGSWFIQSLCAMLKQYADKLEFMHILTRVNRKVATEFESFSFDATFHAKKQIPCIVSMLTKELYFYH
#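 Evaluation: percent activation relative to control range; Material: Procaspase-3 D3A mutant, all three cleavage aspartates alanine; Compound: single dose, 8.5 µM nominal compound, 0.8% DMSO; Replication: one well per compound; Signal: absorbance at 405 nm, 0 and 120 min; Schedule: 1 h preincubation plus 2 h reaction at 25 °C.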
# VLA-4 inh: inhibition in a human VLA-4 binding assay. 330,000 tested, 0.2% active. P13612. inhibition, % (about 7 µM as worked out from the volumes in the protocol). VLA-4 expressing cells, ligand binding flow cytometry; in the data active means inhibition above about 50%
# PP1 counter: PP1-alpha (human) inhibition in PP5 counter-screen; AID 2235; 320,000 tested, 0.9% active; inhibition, % at 6.7 µM; purified PP1alpha, OMFP fluorescence; P62136;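 active means inhibition above the mean inhibition of all tested compounds plus 3 SD, computed separately for each screening campaign, cut at about 15% in these data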
# Target sequence (P62136 whole entry, looked up): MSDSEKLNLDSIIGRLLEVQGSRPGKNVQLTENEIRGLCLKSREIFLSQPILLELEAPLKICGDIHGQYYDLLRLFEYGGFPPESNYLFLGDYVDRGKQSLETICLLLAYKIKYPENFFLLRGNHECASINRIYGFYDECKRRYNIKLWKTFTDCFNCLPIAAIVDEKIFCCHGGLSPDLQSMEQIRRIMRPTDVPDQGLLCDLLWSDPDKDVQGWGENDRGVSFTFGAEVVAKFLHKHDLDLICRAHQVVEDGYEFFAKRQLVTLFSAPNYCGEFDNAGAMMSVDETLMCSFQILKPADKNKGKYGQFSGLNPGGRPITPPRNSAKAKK
# JMJD2C inh: human JMJD2C demethylase inhibition; Q9H3R0; GST-JMJD2C(1-420) H3K9me3 demethylation, DELFIA europium; inhibition, % at 2.35 µM; 330,000 tested, 0.069% active; AID 2099;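 active means more than half of a compound's replicate wells show inhibition beyond 50%, single wells judged on their own value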;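 further: signal counts dimethyl H3K9 product captured on neutravidin plate; 0% = median of DMSO wells and 100% = 0.3 times that DMSO median; strong numbers were not always called active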
# PP5 primary: inhibitors of human protein phosphatase 5 (PP5). P53041. purified PP5c, OMFP substrate fluorescence. inhibition, % at 6.7 µM. 320,000 tested, 0.18% active;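 active means inhibition above the campaign's mean inhibition across all tested compounds plus 3 SD, cut at about 9.5% in these data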;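 further: 0% = DMSO only and 100% = 100 µM cantharidin control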
# HCV core dimer: blocks dimerization of HCV core protein; TR-FRET GST/Flag-core106 dimerization, 1536-well; inhibition, % at 5 µM; 300,000 tested, 0.33% active; AID 1899;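 active means inhibition above the mean of all tested compounds plus 3 SD, set per screening campaign, cut at about 45% in these data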
#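 test system = GST/Flag-tagged HCV core106 proteins | probe or stimulus = Eu donor and XL665 acceptor anti-tag antibodies | times = compound-protein-antibody incubation 4 h at 22.5 °C | signal = TR-FRET, excitation 340 nm, emission 617 and 671 nm | measure = percent inhibition of core106 dimerization signal | controls = wells lacking GST-core106 and wells with excess unlabelled core106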
# procasp7 counter: activates human procaspase-7, counter-screen for procaspase-3 activators | recombinant procaspase-7, Ac-DEVD-pNA absorbance 405 nm; D23A/D198A/D206A triple mutant, cannot self-cleave; scale: DMSO 0, 5 µM enzyme 100 | activation, % at 8.5 µM | 330,000 tested, 0.093% active;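 active means percent activation above the screen-wide mean plus 3 SD, cut at about 25% in these data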
# Target sequence (P55210 whole entry D23A/D198A/D206A): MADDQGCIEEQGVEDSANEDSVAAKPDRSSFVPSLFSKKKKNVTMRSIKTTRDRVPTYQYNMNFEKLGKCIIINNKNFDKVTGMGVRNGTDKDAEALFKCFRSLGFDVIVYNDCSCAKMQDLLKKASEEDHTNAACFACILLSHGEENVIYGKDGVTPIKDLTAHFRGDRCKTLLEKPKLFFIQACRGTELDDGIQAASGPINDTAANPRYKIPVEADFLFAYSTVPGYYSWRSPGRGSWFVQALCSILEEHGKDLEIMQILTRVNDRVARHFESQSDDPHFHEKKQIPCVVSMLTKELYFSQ
#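 Test system: Procaspase-7 triple mutant (PC-7 D3A). Also added: Ac-DEVD-pNA substrate, 400 µM as added. Schedule: 1 h enzyme–compound preincubation and 2 h substrate reaction, both 25 °C. Signal: p-Nitroaniline absorbance at 405 nm, read at 0 and 120 min. Control set: low DMSO alone, high DMSO plus 5 µM PC-7.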
# GRK2 inh: human GRK2 inhibition via aptamer displacement; inhibition of aptamer binding, % at 10 µM; 330,000 tested, 0.59% active; bead flow cytometry, FAM-aptamer displacement from GRK2; AID 488847;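 active means inhibition of aptamer binding above 40%, roughly 3 SD of noise, on plates passing a quality check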;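 further: median bead fluorescence of bound FAM aptamer so fluorescent compounds give negative values; no value below 0 was filed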
# CTSL1 counter: cathepsin L1 inhibition, PFM18AAP counter-screen. inhibition, % at 5.96 µM. recombinant F. hepatica cathepsin L1, Z-Leu-Arg-MCA fluorescence. AID 1906. 300,000 tested, 0.49% active;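 active means inhibition above the mean of all tested compounds plus 3 SD, set per screening campaign, cut at about 17% in these data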;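 further: 0% = plate median of test compound wells and 100% = 1 µM Z-Phe-Ala-diazomethylketone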
# Active calls of the source: *; i = inactive; x = no result given; & = joins results of further samples.
# A first look (14 entries):
SMILES,procasp3 activ,VLA-4 inh,PP1 counter,JMJD2C inh,PP5 primary,HCV core dimer,procasp7 counter,GRK2 inh,CTSL1 counter
CN1CCN(CC(=O)Nc2ccc([N+](=O)[O-])cc2C(=O)c2ccccc2)CC1,-6,26,-2,3,-0.4,7,8,0,5
CC(=NCc1ccco1)c1c(O)n(-c2ccccc2C)c(=O)[nH]c1=O,-5,6,-3,-14,0.8,3,-5,0,2
CC(=O)NC(C)Cc1ccccc1 (configuration not stated),-1,2,3,3,2.2,-3,-5,0,0
CCc1cccc2c(C#N)cn(CC(=O)N3CCOCC3)c12,0,30,0,4,0.3,1,-4,3,-3
CC12CCCCC1N(O)CN2O (configuration not stated),-6,3,0,-3,-0.5,-6,-3,0,3
CCN(CCNc1ccc([N+](=O)[O-])c2cccnc12)S(=O)(=O)c1ccccc1,-1,6,-2,-5,0.1,3,1,2,2
CC(=NCc1ccc2c(c1)OCO2)c1c(O)n(-c2ccc(C)cc2)c(=O)[nH]c1=O,-8,8,-6,4,-1.3,6,8,1,-1
COC(=O)c1cn(C(=O)c2cccc3ccccc23)c2ccccc12,5,0,-3,1,-1.2,1,2,1,-1
CC(=NCc1ccco1)c1c(O)n(-c2ccc(C)cc2)c(=O)[nH]c1=O,3,5,-7,2,-0.3,2,4,2,-5
O=c1[nH]c(=S)n(Cc2ccc(F)cc2)c(O)c1/C=N/N1CCCCC1,-6,56*,2,6,2.9,3,-10,2,3
COC(=O)C1=C(c2ccccc2)C[C@@H]2CC[C@H]1N2C(=O)NC(C)C,4,26,-2,2,3.1,3,1,0,0
CN(Cc1ccccc1)Cc1ccccc1OC(=O)N(C)C,0,5,-3,4,0.5,-7,9,0,0
CNC(C)Cc1ccccc1Sc1ccc(O)cc1 (configuration not stated),3,11,1,8,-0.6,-2,2,0,-4
Cc1ccc(C)c(NC(=O)CSc2nnc([C@@H](N)Cc3c[nH]c4ccccc34)o2)c1,-11,9,3,20,3.9,1,-1,2,2

# All compounds of this part (from the top)
SMILES,procasp3 activ,VLA-4 inh,PP1 counter,JMJD2C inh,PP5 primary,HCV core dimer,procasp7 counter,GRK2 inh,CTSL1 counter
CN1CCN(CC(=O)Nc2ccc([N+](=O)[O-])cc2C(=O)c2ccccc2)CC1,-6,26,-2,3,-0.4,7,8,0,5
CC(=NCc1ccco1)c1c(O)n(-c2ccccc2C)c(=O)[nH]c1=O,-5,6,-3,-14,0.8,3,-5,0,2
CC(=O)NC(C)Cc1ccccc1 (configuration not stated),-1,2,3,3,2.2,-3,-5,0,0
CCc1cccc2c(C#N)cn(CC(=O)N3CCOCC3)c12,0,30,0,4,0.3,1,-4,3,-3
CC12CCCCC1N(O)CN2O (configuration not stated),-6,3,0,-3,-0.5,-6,-3,0,3
CCN(CCNc1ccc([N+](=O)[O-])c2cccnc12)S(=O)(=O)c1ccccc1,-1,6,-2,-5,0.1,3,1,2,2
CC(=NCc1ccc2c(c1)OCO2)c1c(O)n(-c2ccc(C)cc2)c(=O)[nH]c1=O,-8,8,-6,4,-1.3,6,8,1,-1
COC(=O)c1cn(C(=O)c2cccc3ccccc23)c2ccccc12,5,0,-3,1,-1.2,1,2,1,-1
CC(=NCc1ccco1)c1c(O)n(-c2ccc(C)cc2)c(=O)[nH]c1=O,3,5,-7,2,-0.3,2,4,2,-5
O=c1[nH]c(=S)n(Cc2ccc(F)cc2)c(O)c1/C=N/N1CCCCC1,-6,56*,2,6,2.9,3,-10,2,3
COC(=O)C1=C(c2ccccc2)C[C@@H]2CC[C@H]1N2C(=O)NC(C)C,4,26,-2,2,3.1,3,1,0,0
CN(Cc1ccccc1)Cc1ccccc1OC(=O)N(C)C,0,5,-3,4,0.5,-7,9,0,0

# Look-ups from the list.
# CN1CCN(CC(=O)Nc2ccc([N+](=O)[O-])cc2C(=O)c2ccccc2)CC1 @ PP5 primary: -0.4
# COC(=O)c1cn(C(=O)c2cccc3ccccc23)c2ccccc12 @ HCV core dimer: 1

# Carrying on.
SMILES,procasp3 activ,VLA-4 inh,PP1 counter,JMJD2C inh,PP5 primary,HCV core dimer,procasp7 counter,GRK2 inh,CTSL1 counter
CNC(C)Cc1ccccc1Sc1ccc(O)cc1 (configuration not stated),3,11,1,8,-0.6,-2,2,0,-4
Cc1ccc(C)c(NC(=O)CSc2nnc([C@@H](N)Cc3c[nH]c4ccccc34)o2)c1,-11,9,3,20,3.9,1,-1,2,2
CCCCc1ccc(C(=O)O)nc1,4,43,3,x,-0.1,5,-11,2,-2
O=C1NC(=O)N(Cc2ccccc2)C(=O)/C1=C/C=C/c1ccco1,-12,18,4,58*,-0.6,11,-10,1,7
Cc1nc2ccc(Cl)cn2c1P(=S)(N1CCOCC1)N1CCOCC1,3,0,-2,13,-0.7,3,6,2,-2
CCCCCn1c(=O)c(C(=O)NCc2ccccc2Cl)c(O)c2ccccc21,1,10,-4,-3,1.4,-2,3,0,-1
CCC(=NCc1cccnc1)c1c(O)n(C2CCCCC2)c(=O)[nH]c1=O,-7,5,-5,-16,2.8,7,-17,2,0
CC#CP(=O)(OCC)C(O)(c1ccccc1)C(F)(F)F (configuration not stated),14,21,-2,-26,1.3,1,3,0,-5
CCCNC(=O)N1[C@H]2CC[C@@H]1C(C(=O)OC)=C(c1ccc(-c3ccccc3)c(F)c1)C2,-3,0,0,-5,3.0,x,-8,2,x
C[C@@H]1O[C@@H](O[C@@H]2C=C3CCC4C(CC[C@]5(C)[C@@H](c6ccc(=O)oc6)CC[C@]45O)[C@@]3(C)CC2)[C@H](O)[C@H](O)[C@H]1O (some centres not stated),12,31,-4,x,3.3,-3,-2,0,25*
CC1CCN(S(=O)(=O)c2ccc(NN=C(C#N)C#N)cc2)CC1,-16,19,0,-3,3.1,33,-14,0,3
CCc1ccccc1NC(=O)CNCc1ccccc1,-4,18,-1,0,1.6,0,-4,0,1
CC(C)OC12Oc3ccccc3C=C1N1CCC2CC1 (configuration not stated),-6,3,-1,7,0.6,-3,-3,1,0
CN=C(SCC(=O)c1cccc(Cl)c1)c1c(O)n(C)c(=O)n(C)c1=O,-3,11,0,i,-1.1,-3,-3,1,0
C[C@]12CC[C@@H](O)CC1=CCC1C2CC[C@@]2(C)C1C[C@@H](F)[C@@H]2O (some centres not stated),13,0,x,-3,x,x,12,0,x
O=C(CSc1ccccc1)N1CCC2(CC1)OCCO2,-4,-5,-4,0,0.3,-1,-1,0,1
C=CC[N+]1(C)C2CCC1CC(O)C2 (configuration not stated),4,1,2,2,0.3,0,-2,2,-7
O=C(NCC(c1cccnc1)N1CCN(c2ccc(F)cc2)CC1)Oc1ccccc1 (configuration not stated),-5,14,-3,0&0,-0.1,0,1,3,-3
Cn1c(O)c(C=NCCc2c[nH]c3ccccc23)c(=O)n(C)c1=O,-2,3,-4,-6,-0.7,-2,-3,4,-1
CN1C(=O)N(C)C(=O)C2(Cc3cc(NC(=O)c4ccccc4)ccc3N3CCCC32)C1=O (configuration not stated),6,7,5,28,2.5,30,4,0,1
O=C(Nc1ccc(Cl)cc1C(=O)c1ccccc1)c1ccc(Br)o1,-12,5,0,4,1.6,2,0,6,7
CCc1cc(=O)oc2cc(OCC(=O)N3C[C@H]4C[C@@H](C3)c3cccc(=O)n3C4)ccc12,-6,-15,7,3,-1.0,3,8,1,3
COc1ccc(CC(=O)N(C)C2CCCN(Cc3ccccc3F)C2)cc1OC (configuration not stated),8,-4,1,21,1.8,3,7,2,0
COc1cc2c(cc1OC)C(C1c3cc4c(cc3CCN1C)OCO4)OC2=O (configuration not stated),-5,2,-2,-1,4.1,-1,3,3,-3
CN(C)CCNC(=O)c1cccn(Cc2cccc(C(F)(F)F)c2)c1=O,-2,-3,0,-9,1.5,-1,9,2,1
O=C1NCN(c2ccccc2)C12CCNCC2,1,35,-4,-24,4.5,-1,-6,0,-1
CCOc1ccc(NC(=O)N2C[C@H]3C[C@@H](C2)c2cccc(=O)n2C3)cc1,6,5,4,x,1.4,-5,-5,2,4
COc1ccc(C2SCC(=O)Nc3c2c(=O)[nH]n3C2CCCCCC2)cc1 (configuration not stated),6,2,4,2,-2.9,5,0,1,8
CN1CCc2cc3c(c4c2C1Cc1ccccc1-4)OCO3 (configuration not stated),5,0,9,-3,4.2,12,-6,5,4
Cc1ccc(Cn2nnnc2CN2CCC(n3nnc4cc(C)ccc43)CC2)cc1,-1,4,4,-24,2.6,10,6,0,1
c1cc2c(cc1CCNC1CCCCCC1)OCO2,5,-2,4,-4,-0.8,-4,8,0,0
CN(C(=O)Cc1ccc(Cl)c(Cl)c1)C(CN1CCCC1)c1cccc(OCC(=O)O)c1 (configuration not stated),5,32,-1,x,-1.0,-3,4,0,-1
CC(=NCCN(C)C)c1c(O)n(Cc2ccccc2)c(=O)[nH]c1=O,-8,-1,-4,1,-1.5,-1,3,0,2
O=c1c2ccccc2nc(-c2ccoc2)n1-c1ccccc1Cl,-8,6,-3,3,4.2,0,-2,2,0
COc1ccc(C2c3c(nc(C)[nH]c3=O)Oc3c2c(=O)oc2ccccc32)cc1 (configuration not stated),-7,3,-4,-2,0.9,3,9,0,-4
CCOP(=O)(OCC)C(NC(=O)C(C)C)C(Cl)(Cl)Cl (configuration not stated),5,9,-3,-17,-0.3,1,5,3,0
Cc1ccc2c(c1)CNc1ccccc1O2,11,0,-2,-3,2.0,-2,8,1,0
COc1ccc2[nH]c3c(c2c1)CCN[C@H]3C,3,-6,1,7,-0.1,4,1,0,-2
Cc1cccc(N2C(=O)/C(=C/c3ccc(CN(CCC#N)S(C)(=O)=O)o3)C(=O)NC2=S)c1,-17,0,1,6,1.0,18,-12,6,6
Cc1ccc(N)c(C(=O)c2ccccc2)c1,-2,7,-3,2,-1.2,1,-6,4,-2
COC(=O)C1=C(c2ccc(F)cc2OCc2ccccc2)C[C@@H]2CC[C@H]1N2C(=O)NCc1ccc(F)cc1,11,4,3,-4,4.5,x,0,1,x
Cc1ccc(N)c(C)c1,-1,12,-3,3,2.5,x,0,3,x
Cc1ccc2nc3c(cc2c1)CC1(C(=O)N(C)C(=O)N(C)C1=O)C1CCCCN31 (configuration not stated),4,34,-2,56*,5.3,1,-2,0,1

# An excerpt; the hit share may differ from the screen's.
